# Screening data (PubChem BioAssay)
# CR mimetic SO = caloric restriction mimetics inhibiting age-related superoxide in yeast | superoxide response (% of plate mean), % at 10 µM | actives 0.18% (n = 330,000) | S. cerevisiae aged cells, superoxide DHE fluorescence; stronger effect = lower value | AID 2690;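 active = superoxide response under a set limit, about three screen SD below normal, cut at about 65% in these data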;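 note: yeast aged for seven days with compound at 30 °C before DHE staining; 100% = average MFI of all compound-treated wells on the plate with controls excluded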
# CIT2 TOR yeast = alters CIT2-GFP fluorescence in TOR pathway yeast screen | S. cerevisiae CIT2-GFP strain, flow cytometry, 3 h; 100 means same as DMSO wells | GFP response vs DMSO, % at 10 µM | actives 0.065% (n = 320,000) | AID 2029;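 active = GFP response relative to DMSO above a set limit, near the screen mean plus 3 SD, cut at about 150% in these data; inconclusive = Fewer than 70 cells measured for a yeast strain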;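 note: ratio of well median GFP fluorescence to mean of DMSO wells on the plate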
# LAP4 TOR yeast = modulators of TOR pathway LAP4-GFP in S. cerevisiae | S. cerevisiae LAP4-GFP multiplex, flow cytometry GFP, 3 h; median GFP as percent of DMSO wells | GFP response vs DMSO, % at 10 µM | actives 0.34% (n = 320,000);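 active = GFP response vs DMSO above a set limit, about the screen mean plus 3 SD, cut at about 150% in these data; inconclusive = under 70 cell events counted for the yeast strain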
# MEP2 TOR yeast = alters MEP2-GFP fluorescence in TOR pathway yeast screen. actives 0.51% (n = 330,000). S. cerevisiae MEP2-GFP strain, flow cytometry GFP, 3 h; 100% = DMSO control level. GFP response vs DMSO, % at 10 µM;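 active = GFP response versus DMSO above a set limit, roughly screen mean plus 3 SD, cut at about 180% in these data; inconclusive = fewer than 70 cells counted for a yeast strain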;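 note: median GFP fluorescence of the barcode-gated MEP2-GFP cells per well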
# AHR activator = activators of human aryl hydrocarbon receptor. activation, % at 5 µM. P35869. AID 2796. actives 2.5% (n = 320,000). AHR-responsive luciferase reporter cells, luminescence; in the data active = activation above about 47%;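 note: 0% = vehicle wells and 100% = reference agonist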
# Target sequence (P35869 whole entry, looked up): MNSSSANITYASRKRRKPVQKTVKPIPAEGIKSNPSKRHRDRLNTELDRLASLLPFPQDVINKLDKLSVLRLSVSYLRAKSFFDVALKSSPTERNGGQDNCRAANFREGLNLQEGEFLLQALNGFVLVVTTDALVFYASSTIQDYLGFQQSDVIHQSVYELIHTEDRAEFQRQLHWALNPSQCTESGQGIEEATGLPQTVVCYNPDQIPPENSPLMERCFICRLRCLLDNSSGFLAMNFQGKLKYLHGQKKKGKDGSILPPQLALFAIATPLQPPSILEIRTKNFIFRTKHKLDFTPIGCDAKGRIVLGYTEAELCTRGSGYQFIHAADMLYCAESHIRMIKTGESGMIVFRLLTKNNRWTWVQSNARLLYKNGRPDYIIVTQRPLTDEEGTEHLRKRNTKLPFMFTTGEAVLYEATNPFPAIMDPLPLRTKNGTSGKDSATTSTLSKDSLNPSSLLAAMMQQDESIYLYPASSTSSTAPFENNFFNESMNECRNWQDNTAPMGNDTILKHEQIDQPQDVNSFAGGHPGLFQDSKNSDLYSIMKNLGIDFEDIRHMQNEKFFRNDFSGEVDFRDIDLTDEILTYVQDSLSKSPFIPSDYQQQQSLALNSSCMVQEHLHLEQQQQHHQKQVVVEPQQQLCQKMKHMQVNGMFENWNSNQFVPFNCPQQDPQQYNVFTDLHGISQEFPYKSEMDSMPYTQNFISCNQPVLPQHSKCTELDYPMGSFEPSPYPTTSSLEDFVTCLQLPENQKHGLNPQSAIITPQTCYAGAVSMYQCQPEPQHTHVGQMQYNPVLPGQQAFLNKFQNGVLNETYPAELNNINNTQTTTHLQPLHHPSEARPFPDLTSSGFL
# RPL19A TOR yeast = yeast TOR pathway RPL19A-GFP modulation. S. cerevisiae RPL19A-GFP strain, flow cytometry, 3 h; stronger effect = lower value. percent response vs DMSO, % at 10 µM. actives 0.3% (n = 330,000). AID 2025;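 active = percent response vs DMSO below 50%; inconclusive = fewer than 70 events counted for the yeast strain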;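 note: median channel GFP fluorescence of the barcoded RPL19A-GFP strain; ratio of sample median GFP to plate DMSO average so 100% = DMSO; lower means less RPL19A-GFP as with rapamycin TOR inhibition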
# AGP1 TOR yeast = yeast TOR pathway AGP1-GFP modulation; S. cerevisiae AGP1-GFP multiplex flow cytometry, 3 h; GFP as percent of DMSO wells; actives 0.02% (n = 320,000); AID 2066; GFP response vs DMSO, % at 10 µM;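 active = GFP response relative to DMSO above a set limit, near screen average plus 3 SD, cut at about 150% in these data; inconclusive = fewer than 70 cells counted for the yeast strain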;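 note: median GFP channel fluorescence of the gated AGP1 strain per well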
# Efflux pump mplx = antifungal efflux pump inhibition, Nile Red retention | S. cerevisiae Candida pump triplex | inhibition, % at 10 µM | actives 0.44% (n = 330,000);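 active = plate passing quality check with inhibition over a set limit, or well fluorescence over plate mean plus 4 SD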;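 note: Nile Red retained in pooled yeast measured as flow cytometry median fluorescence; 0% = buffer negative control and 100% = Enniatin B positive control; higher means more Nile Red kept so more efflux inhibition; some compounds called inactive have numbers as strong as hits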
# * marks the source's active call; other numbers are inactive results; u = inconclusive; x = not tested or not shown; [ ] = remark or other dose.
SMILES,CR mimetic SO,CIT2 TOR yeast,LAP4 TOR yeast,MEP2 TOR yeast,AHR activator,RPL19A TOR yeast,AGP1 TOR yeast,Efflux pump mplx
O=C(c1ccco1)N1CCN(C(=O)c2ccc(CS(=O)c3ccc(Cl)cc3)o2)CC1 (stereo not drawn),92.1,108.6,101.3,106.5,4.9,100.8,103.3,0.0
O=C(N/N=C/c1cccs1)c1cnccn1,94.2,97.7,87.2,94.5,8.7,102.0,95.0,-0.5
Cc1ccccc1N(C(=O)c1csnn1)C(C(=O)NC1CCCCC1)c1ccncc1 (stereo not drawn),106.0,95.3,95.2,92.3,0.3,98.3,95.6,0.1
O=C(O)c1ccc(Sc2ccccn2)c([N+](=O)[O-])c1,105.9,103.0,100.4,100.3,-4.0,101.6,110.7,0.0
COC(=O)c1ccc(S(=O)(=O)N2CCCN(Cc3ccc(F)cc3)CC2)n1C,89.5,112.4,124.7,111.1,-3.2,108.5,130.0,-0.1
CN(Cc1ccccc1)C(=O)Nc1ccc(Cl)cc1,92.1,91.3,108.1,114.5,-4.2,96.2,96.3,0.1
Cc1ccc(-c2nc3ncccc3o2)cc1NC(=S)NC(=O)c1ccco1,99.4,118.1,100.0,120.3,9.8,114.3,111.9,0.0
COc1ccccc1C(=O)Nc1nc(-c2ccc3c(c2)OCCO3)cs1,107.4,97.1,93.7,91.8,-4.3,100.6,100.9,-0.1
O=C(COc1ccc(F)cc1)N(Cc1cccs1)C1CCS(=O)(=O)C1 (stereo not drawn),102.4,98.4,95.9,96.1,-1.6,104.2,104.8,0.0
COc1ccc(NC2=C(C(C)=O)C(c3ccc(OC)cc3)C(C(C)=O)C(C)(O)C2)cc1 (stereo not drawn),88.6,96.7,112.7,100.9,1.6,100.2,103.3,-0.2
CCN(CC(=O)NCc1cccs1)C(=O)COc1ccc(C(C)=O)cc1,87.4,103.4,101.3,104.5,-0.9,103.7,108.3,-0.2
CNC(=O)c1cc2cc(OC)ccc2oc1=O,117.1,x,94.6,99.6,-3.4,96.4,94.0,-0.1
CCc1nnc(NC(=O)CCC(=O)N2CCN(Cc3ccc(C)cc3C)CC2)s1,91.3,97.0,96.9,98.7,1.5,98.6,100.4,-0.4
COc1ccc(Cn2nnnc2C(CC(C)C)N2CCC(C(N)=O)CC2)cc1 (stereo not drawn),107.6,102.1,102.8,99.9,-1.2,97.3,107.3,-0.2
CCN(C(=O)COC(=O)c1cccnc1SC)C1CCS(=O)(=O)C1 (stereo not drawn),97.0,102.2,99.0,102.4,-0.5,103.3,102.5,0.0
CCOc1ccc(C(=O)/C=C/c2cn(CN3CCN(C)CC3)c3ccccc23)cc1,107.8,87.2,113.9,92.7,15.0,94.8,89.6,0.3
CCCCC(CC)CNC(=O)C(=O)C1C(=O)Nc2ccccc21 (stereo not drawn),109.5,76.6,90.0,79.1,22.9,96.8,86.3,0.0
COC(=O)c1ccc(NC(=O)C23CC4CC(C2)CC(n2cnc(Cl)n2)(C4)C3)cc1,99.2,95.5,107.5,100.2,6.0,103.5,x,0.2
Cc1nc(-c2ccc([N+](=O)[O-])cc2)c(-c2ccccc2)o1,94.0,97.2,103.2,91.9,1.8,102.8,87.0,0.1
O=C(Cn1c(CN2CCCCC2)nc2ccccc2c1=O)Nc1ccccc1,86.9,100.8,91.3,103.5,1.0,100.9,102.2,0.2
Cc1cc(NC(=O)c2cn(C3CCCCC3)c(=O)c3c2c2ccccc2n3C)no1,105.3,97.6,105.5,102.3,17.0,97.9,104.1,0.5
Cc1nn(-c2cccc(Cl)c2)c2nc(-c3ccncc3)cc(C(=O)N3CCOCC3)c12,106.1,100.7,101.2,105.2,17.6,98.1,103.1,0.0
COCCCNc1c2c(nc3nnnn13)CCCC2,83.0,111.9,112.0,121.3,0.1,114.6,118.8,-0.1
COc1ccc(CC(=O)NC(=S)Nc2cccc(CO)c2)cc1,103.2,96.9,93.0,86.0,5.6,89.5,92.7,0.0
COCCNCC(=O)Nc1ccc(C)c(S(=O)(=O)N2CCCCC2)c1,80.5,87.7,84.1,82.1,3.4,88.1,83.7,-0.1

# (cont.)
SMILES,CR mimetic SO,CIT2 TOR yeast,LAP4 TOR yeast,MEP2 TOR yeast,AHR activator,RPL19A TOR yeast,AGP1 TOR yeast,Efflux pump mplx
CC(C)CNS(=O)(=O)c1ccc(CCC(=O)N2CCN(c3ccccc3)CC2)cc1,87.3,95.2,92.0,95.1,1.9,94.1,94.4,-0.1
N#Cc1c(F)cccc1NCc1cccs1,104.5,89.2,123.0,98.4,-2.0,93.1,92.3,0.1
CC(=O)c1ccc(NC(=S)NC(=O)CC(C)C)cc1,92.9,96.0,86.6,103.5,12.1,101.5,94.5,0.0
CCOC(=O)C1CCN(Cc2ccc(F)cc2)CC1,105.8,114.8,101.6,104.2,2.4,x,110.3,0.0
Cc1ccc(S(=O)(=O)N2CCC(C(=O)N3Cc4ccccc4C3)CC2)cc1,106.5,96.5,108.6,103.8,-1.8,96.0,104.4,-0.1
COc1ccccc1CNC(=O)C1CC(c2ccccc2[N+](=O)[O-])=NO1 (stereo not drawn),99.3,91.7,105.5,94.9,24.3,101.5,90.1,0.0
CCn1c(=O)c([N+](=O)[O-])c(NCC(O)c2ccccc2)c2ccccc21 (stereo not drawn),94.7,92.7,87.3,93.4,14.6,97.5,91.4,0.2
Cc1ccc(C)c(S(=O)(=O)N2CCN(C(=O)Cn3cnc4c3c(=O)n(C)c(=O)n4C)CC2)c1,112.2,104.5,93.0,99.0,-1.4,97.9,92.7,0.0
CSc1nc(O)c(C(c2cccc([N+](=O)[O-])c2)c2c(O)nc(SC)[nH]c2=O)c(=O)[nH]1,103.5,102.4,115.8,100.7,-0.4,94.2,104.5,-0.2
CCCOc1ccc(/C=C/C(=O)NC2CCCCC2)cc1,108.5,102.1,101.4,114.2,-0.8,100.6,103.1,0.0
CCC1(c2ccc(F)cc2)NC(=O)N(CC(=O)NC2CCCCCC2)C1=O (stereo not drawn),91.0,89.4,90.8,89.5,0.7,93.1,94.5,0.1
CC(=O)n1cc([C@@H]2C=C(C(=O)N3CCN(C)CC3)O[C@H](OCc3ccc(CO)cc3)C2)c2ccccc21,108.0,97.9,97.8,97.6,17.3,97.0,97.2,0.1
CCCn1c(SCC(=O)NCc2ccco2)nnc1-c1ccncc1,105.4,101.5,93.9,96.9,-0.3,99.3,99.6,0.2
COc1cc(C)nc(SCC(N)=O)n1,102.1,92.0,91.5,94.0,-2.8,95.4,95.4,0.1
O=C(O)Cn1cc(C(=O)c2cccs2)c2ccccc21,109.2,99.3,94.2,100.7,13.5,95.0,101.5,0.1
CCOc1ccc(C(=O)CCN2CCCCC2)cc1,102.8,102.2,107.0,152.9,-1.2,81.7,x,0.2
CSc1nsc(SC)c1C(=O)NCCNS(=O)(=O)c1ccc(C)cc1,90.0,101.6,98.1,101.3,0.7,101.2,99.7,0.0
COc1cccc(NC(=S)N/N=C2\CC3CCC2(C)C3(C)C)c1 (stereo not drawn),100.3,87.9,121.9,89.1,5.2,93.2,90.1,-0.1
Nc1c(Cl)cc(-c2csc(N3CCCC3c3nc4cc(Cl)c(N5CCCCC5)cc4n3CCOCCO)n2)cc1Cl (stereo not drawn),101.2,91.7,105.5,87.6,42.2,98.4,88.4,0.0
COc1cc2cc(CN(CCCO)S(=O)(=O)c3ccccc3Cl)c(=O)[nH]c2cc1OC,83.3,101.6,98.2,97.5,5.2,95.2,103.2,-0.2
Cc1cc(/C=N/Nc2nc(N3CCOCC3)nc(N3CCOCC3)n2)c(C)n1-c1ccccc1,105.5,113.5,111.2,104.9,15.4,104.1,115.1,0.0
Cc1c(NC(=O)CSc2nc3ccc(Cl)cc3[nH]2)c(=O)n(-c2ccccc2)n1C,104.5,113.9,102.2,111.9,1.5,96.0,101.8,0.0
COc1ccc(S(=O)(=O)NNC(N)=S)cc1,96.9,98.5,97.1,99.0,-1.1,100.1,104.1,-0.2
COc1cc(OC)c(C2SCCCS2)cc1OC,92.7,106.8,98.4,109.1,-2.1,104.7,105.1,-0.1
Cc1ccc(S(=O)(=O)NC(C(=O)N2CCOCCOCCOCC2)C(C)C)cc1 (stereo not drawn),96.3,u,u,u,-0.8,14.2*[may fluoresce violet],u,-0.2

# Following part:
SMILES,CR mimetic SO,CIT2 TOR yeast,LAP4 TOR yeast,MEP2 TOR yeast,AHR activator,RPL19A TOR yeast,AGP1 TOR yeast,Efflux pump mplx
CO/C=C\C=C/c1nnn(-c2ccc(Cl)cc2)n1,114.2,97.6,107.5,107.2,-0.9,105.3,97.6,-0.1
Cc1cc(S(=O)(=O)N2CCCC2)ccc1OCC(=O)NC1CCCC1,93.9,81.4,101.6,93.9,0.5,92.9,92.8,0.7
CCC(=O)Nc1ccc(NC(=O)c2cc3ccccc3o2)cc1,100.5,104.6,106.5,102.7,23.0,103.6,109.9,0.1
C[C@H](NC(=O)C(c1ccccc1)c1ccccc1)c1ccccc1,109.2,90.9,92.3,103.6,x,101.2,90.8,-0.1
COc1ccc(-n2c(COc3ccc4ccccc4c3)nnc2SCC(=O)NCc2ccco2)cc1,82.1,104.2,100.5,96.6,-1.5,104.9,108.7,0.1
Cc1ccc(S(=O)(=O)N2CCCCC2CCNC(=O)C(=O)NC2CCCC2)cc1 (stereo not drawn),85.8,102.6,88.7,84.2,-0.1,91.1,90.0,-0.1
CSCC[C@H](NC(=O)NCc1ccc(F)cc1)C(=O)O,114.0,90.8,90.6,94.0,-0.1,89.0,x,0.1
C=CCN(c1ccccc1)S(=O)(=O)c1ccc(Cl)c(C(=O)OCC(=O)c2[nH]c(C)c(C(C)=O)c2C)c1,108.5,89.3,90.2,98.2,-1.9,98.3,89.0,0.1
O=C(O)c1ccc(/C=N/NC(=S)NCc2ccccc2)cc1,74.7,90.1,94.6,101.6,0.4,96.0,102.3,0.3
COc1ccc2nc(C)c(C(N)=O)cc2c1,91.3,85.2[may fluoresce red],u,u,-1.2,u,u,-0.2
Cc1cccc(N(C(=O)CNC(=O)c2ccco2)C(C(=O)NC2CCCC2)c2ccncc2)c1C (stereo not drawn),100.3,u,u,u,6.4,u,u,0.2
CNC(=O)c1ccc(-c2nc(-c3ccccc3)cs2)cc1,100.9,79.5,102.9,93.2,-1.1,88.1,84.4,0.2
CC(=O)OCC(=O)N1CCN(c2ccc([N+](=O)[O-])cc2)CC1,95.4,101.0,100.9,100.6,-3.5,99.6,102.5,-0.1
O=C(Cc1nn[nH]n1)NCc1ccccc1Cl,107.3,99.2,97.0,103.9,0.1,99.6,98.8,-0.2
